Bioassay records from PubChem BioAssay.
EPAC2 ag: EPAC2 (human) agonism; Q8WZA2; EPAC2 activation, biochemical qHTS; response scale: 100% = 6.5 mM cAMP response; Potency, µM (series often up to 154 µM), for the others: at the top dose activation, usual class: activators; 0.079% of 360,000 active; AID 720711; also: potency is read from the fitted curve at half-maximal effect; nearly all actives have a fitted effect of over 50% in size
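Readout is BODIPY fluorescence (480 nm excitation, 540 nm emission), which falls as labeled GDP is exchanged off Rap1B. EPAC2 at 100 nM acted on 250 nM RAP1B-BODIPY-GDP with 50 uM GDP present.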
WRN inhibitor: blocks human WRN helicase | Q14191 | WRN helicase unwinding, fluorescent forked duplex, kinetic | Potency, µM (series often up to 114 µM), for inactives: at the top dose activity change, negative = inhibition, most hits filed as inhibitors | 0.46% of 360,000 active | AID 651768; also: potency is read from the fitted curve at half-maximal effect; % is scaled to controls: 0 for no effect and ±100 for the full control effect; nearly all actives have a fitted effect of over 55% in size
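WRN at 20 nM final was preincubated with compound for 15 min at room temperature; reaction started with 100 nM forked duplex oligonucleotide carrying fluorophore and quencher plus 2 mM ATP (final). Unwinding followed kinetically by red fluorescence (ex 525/em 598 nm).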
PI5P4Ka inh: PI5P4K alpha (human) kinase inhibition; P48426; PI5P4Kalpha enzyme, ADP-Glo luminescence, 60 min; stronger effect = lower value; max response, %; 1.2% of 330,000 active; active = max response of -50% or lower; inconclusive = between -30% and -50%; inactive = -30% or higher; also: value at the top dose of about 77 µM; % is scaled to controls: 0 for no effect and ±100 for the full control effect
Target sequence (P48426 whole entry, looked up): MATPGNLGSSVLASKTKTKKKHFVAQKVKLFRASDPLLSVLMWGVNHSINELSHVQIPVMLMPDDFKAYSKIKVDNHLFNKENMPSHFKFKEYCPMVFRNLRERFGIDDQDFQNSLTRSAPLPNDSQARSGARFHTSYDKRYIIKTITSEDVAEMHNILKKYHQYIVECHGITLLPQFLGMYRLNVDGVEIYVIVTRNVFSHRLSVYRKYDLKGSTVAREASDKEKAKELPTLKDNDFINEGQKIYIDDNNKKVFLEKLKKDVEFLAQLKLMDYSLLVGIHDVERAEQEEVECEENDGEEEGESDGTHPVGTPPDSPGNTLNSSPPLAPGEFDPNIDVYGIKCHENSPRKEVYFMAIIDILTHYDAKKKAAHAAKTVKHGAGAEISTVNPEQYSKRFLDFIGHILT
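Single end-point luminescence (ADP-Glo) quantified ADP from PI5P4Kalpha turnover; ATP 5 microM final, 1 h at RT, 0.1% CHAPS and 0.28 mM EGTA in HEPES pH 7.4.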
EPAC1 ag: agonists of human EPAC1; O95398; 0.073% of 360,000 active; Potency, µM (highest dose often 154 µM), inactives show at the highest dose activation, most hits filed as activators; EPAC1 agonist qHTS, biochemical assay; response scale: 100% = response to 6.5 mM cAMP; AID 720707; also: potency is read from the fitted curve at half-maximal effect; nearly all actives have a fitted effect of over 60% in size
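Read-out is the fluorescence drop as BODIPY-GDP leaves Rap1B (480 nm excitation, 540 nm emission), recorded every 5 minutes over 30 minutes. Reactions held 100 nM EPAC1, 250 nM Rap1B–BODIPY-GDP and 50 uM GDP, with 6.5 mM cAMP setting full activation.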
EPAC1 antag: EPAC1 (human) antagonism. 0.14% of 360,000 active. Potency, µM (titrated, usually from 115 µM), without a hit: top-dose activity change, negative = inhibition, usual class: inhibitors. EPAC1 GEF assay, Rap1b-BODIPY-GDP exchange fluorescence. O95398;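 also: potency is read from the fitted curve at half-maximal effect; plate controls were vehicle for no effect and positive control for full effect; nearly all actives have a fitted effect of over 50% in size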
CCT chaperon mod: modulators of cytosolic chaperonin (CCT/TRiC) activity. purified chaperonin ATPase assay, HTRF ADP detection, 30 min. activity change, % (concentration not given with the values), hits read low. 0.3% of 360,000 active; in the data active = activity change below about -30%; also: % is scaled to controls: 0 for no effect and ±100 for the full control effect
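Enzyme 40 or 20 nM (batch-dependent) in Tris pH 7.4/KCl/MgCl2/DTT; cpd 76 uM single point; ATP 10 uM; 30 min 37 °C; Transcreener ADP HTRF detection, 30 min RT; ratio 665/615.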
IL2 activator: activates IL-2 in a cell-based reporter assay; IL-2 activation reporter assay, cell-based qHTS; stimulated with anti-CD3/CD4/CD28 beads; in transgenic mouse T cells; activation, % (series mostly up to about 46 µM); 0.065% of 360,000 active; in the data active = activation above about 50%; inconclusive = mostly about 30% to 49%; also: 0% is about no effect
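Using fluorescent plate cytometry, EGFP and DsRed are detected in transgenic mouse T cells stimulated 18 h at 37 degrees C with antibody-coated beads after 60 min compound pretreatment.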
PLK1 PBD block: blocks phosphopeptide binding to human PLK1 polo-box domain | Plk1 PBD binding of FITC phosphopeptide, fluorescence polarization | Potency, µM, without a hit: max response, negative = inhibition, most hits filed as inhibitors | 2.8% of 360,000 active | AID 720504; also: potency is read from the fitted curve at half-maximal effect; series mostly up to about 57 µM; % is scaled to controls: 0 for no effect and ±100 for the full control effect; nearly all actives have a fitted effect of over 65% in size
Target sequence (P53350 whole entry, looked up, the tested form may be a part): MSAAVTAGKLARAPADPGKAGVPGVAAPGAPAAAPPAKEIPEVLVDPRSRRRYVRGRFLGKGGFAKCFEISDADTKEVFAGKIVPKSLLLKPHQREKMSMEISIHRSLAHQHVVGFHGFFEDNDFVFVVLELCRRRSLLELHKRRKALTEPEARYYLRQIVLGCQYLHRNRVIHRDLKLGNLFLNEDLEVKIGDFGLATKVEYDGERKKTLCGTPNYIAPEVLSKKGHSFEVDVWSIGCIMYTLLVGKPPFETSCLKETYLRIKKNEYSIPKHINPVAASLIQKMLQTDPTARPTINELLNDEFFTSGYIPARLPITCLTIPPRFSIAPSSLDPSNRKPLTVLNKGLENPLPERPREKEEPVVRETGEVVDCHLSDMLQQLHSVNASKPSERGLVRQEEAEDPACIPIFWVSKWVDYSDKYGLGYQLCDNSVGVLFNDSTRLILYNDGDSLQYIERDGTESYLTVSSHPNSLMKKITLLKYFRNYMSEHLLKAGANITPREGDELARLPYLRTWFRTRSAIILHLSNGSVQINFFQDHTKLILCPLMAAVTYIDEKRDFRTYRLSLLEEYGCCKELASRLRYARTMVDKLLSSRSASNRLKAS
The depositor's hits bear a star; ? = inconclusive; . = no result given; [ ] = dose if it differs, or a comment. Unless noted, calls follow the shape of the dose curve; as a rule, active = well fitted curve in the direction sought with a large enough effect; inconclusive = small, poorly fitted or top-dose-only effect, or another doubt; inactive = no such curve, though single readings can be large; an effect the other way counts as inactive or inconclusive.

WRN inhibitor	PI5P4Ka inh	EPAC1 ag	PLK1 PBD block	EPAC1 antag	CCT chaperon mod	EPAC2 ag	IL2 activator	SMILES
-3%	-2	0%	0%	3%	2.3	9%	-0.6	O=C(NCc1ccc(F)cc1)c1c(O)c2cccc3c2n(c1=O)CCC3
-3%	5	-9%	1%	-17%	1.8	1%	0.5	CCCC(C(=O)NC1CCCC1)N(Cc1ccccc1Cl)C(=O)c1snc(C(N)=O)c1N (stereo not given)
3%	-5	5%	-6%	-4%	3.9	12%	-0.5	Cc1ccc(OCCN2CCCCCC2)c(C)c1
2%	.	8%	-6%	19%	2.3	2%	-0.7	O=C1CCSc2cccc3cccc(c23)N1
-7%	0	11%	-3%	-26%	1.7	1%	1.5	CCOC(=O)c1c(NC(=O)CN2C(=O)N(C)C3(CCCCC3)C2=O)sc(C(=O)N(C)C)c1C
-11%[57.1 µM]	.	-2%	-6%	11%	-1.9	5%	-0.1	O=C(CN1CCN(c2ccccc2)CC1)Nc1ccc(-n2cnnn2)cc1
?	6	-4%	-12%	-4%	-1.6	9%	-1.2	CN(CCc1ccccn1)C(=O)Nc1cccc(Cl)c1
12%	-3	5%	-4%	0%	-1.7	4%	0.0	COC(=O)C1=C(C)N(Cc2ccccc2)C(=O)N[C@H]1c1cccc(F)c1
-4%	-1	5%	4%	3%	-1.1	1%	-0.2	CCCCNc1c(N2CCN(C(=O)OCC)CC2)c(=O)c1=O
4%	3	1%	2%	-8%	-0.7	2%	-0.7	CC(=O)OC1CCC2(C)C(CCC3C2CC(=O)C2(C)C3CC(C(C(C)=O)C(C)=O)C2C(C)=O)C1 (stereo not given)
-11%	5	0%	-19%	-22%	2.6	3%	13	Cc1ccc(S(=O)(=O)NN2C(=O)c3ccccc3NC2c2ccccn2)cc1 (stereo not given)
14%	0	-9%	-2%	15%	-0.2	2%	-0.5	O=C(O)C1=C[C@H](c2ccccc2)C[C@H](OCc2ccc(CO)cc2)O1
-2%	.	10%	-4%	-9%	-0.7	8%	-1.2	Cc1cccc(N(CC(=O)Nc2ccccc2F)S(C)(=O)=O)c1
-1%	-14	4%	?	-2%	0.1	-5%	4.9	COc1ccccc1S(=O)(=O)Cc1ccc(C(=O)NCc2ccccc2)o1
-3%	0	11%	-12%	?	-13	8%	-3.8	Cc1ccccc1CN1C(=O)/C(=C\c2ccc(C(=O)NCCN3CCOCC3)cc2)Sc2ccccc21
7%	-5	3%	-8%	-15%	-3.1	9%	-1.8	COc1ccc(S(=O)(=O)N(CC(=O)N2CCN(C)CC2)c2ccccc2)cc1OC
-4%	-4	-1%	-2%	2%	2.6	5%	-0.4	CCC(=O)Oc1ccc2c(C)cc(=O)oc2c1C
-3%	0	10%	-27%	-7%	-0.5	0%	0.2	CC1=CCC2C(=O)N(c3nc(C)cc(C)n3)C(=O)C2C1 (stereo not given)
2%	12	-4%	3%	-5%	1.9	-1%	-0.6	COC(=O)[C@]1(Cc2ccccc2)N[C@H](CN(C)C(=O)Nc2ccc(C(F)(F)F)cc2)[C@@H]2C(=O)N(C)C(=O)[C@@H]21
-25%	-11	-2%	-11%	-18%	0.0	9%	0.0	CCN1CCc2nc3sc(C(=O)Nc4cccnc4Cl)c(N)c3cc2C1
4%	-22	4%	-9%	-2%	1.6	3%	-0.4	O=C1NCCN/C1=C\C(=O)c1ccc(Br)cc1
56µM*	-67*	-2%	13%	?	0.2	1%	2.1	CCOc1cc(/C=C2\SC(=S)N(NS(=O)(=O)c3ccccc3)C2=O)ccc1O
-2%	4	-9%	-19%	-5%	-0.7	4%	1.0	Cc1ccc(C(=O)NC(Cc2ccc(C(C)(C)C)cc2)C(=O)O)cc1 (stereo not given)
0%[57.1 µM]	3	-1%	10%	?	1.0	6%	-0.3	Cc1nc(CNC(=O)c2cc(COc3ccc(F)cc3Cl)on2)cs1
-12%	-20	7%	?	-13%	0.3	10%	-0.5	C=CCOC(=O)C(=O)/C=C/c1coc2ccccc2c1=O

An excerpt of these results, bar-delimited:
canonical_smiles | WRN inhibitor | PI5P4Ka inh | EPAC1 ag | PLK1 PBD block | EPAC1 antag | CCT chaperon mod | EPAC2 ag | IL2 activator
Cc1ccccc1CN1C(=O)/C(=C\c2ccc(C(=O)NCCN3CCOCC3)cc2)Sc2ccccc21 | -3% | 0 | 11% | -12% | ? | -13 | 8% | -3.8
COc1ccc(S(=O)(=O)N(CC(=O)N2CCN(C)CC2)c2ccccc2)cc1OC | 7% | -5 | 3% | -8% | -15% | -3.1 | 9% | -1.8
CCC(=O)Oc1ccc2c(C)cc(=O)oc2c1C | -4% | -4 | -1% | -2% | 2% | 2.6 | 5% | -0.4
CC1=CCC2C(=O)N(c3nc(C)cc(C)n3)C(=O)C2C1 (stereo not given) | -3% | 0 | 10% | -27% | -7% | -0.5 | 0% | 0.2
COC(=O)[C@]1(Cc2ccccc2)N[C@H](CN(C)C(=O)Nc2ccc(C(F)(F)F)cc2)[C@@H]2C(=O)N(C)C(=O)[C@@H]21 | 2% | 12 | -4% | 3% | -5% | 1.9 | -1% | -0.6
CCN1CCc2nc3sc(C(=O)Nc4cccnc4Cl)c(N)c3cc2C1 | -25% | -11 | -2% | -11% | -18% | 0.0 | 9% | 0.0
O=C1NCCN/C1=C\C(=O)c1ccc(Br)cc1 | 4% | -22 | 4% | -9% | -2% | 1.6 | 3% | -0.4
CCOc1cc(/C=C2\SC(=S)N(NS(=O)(=O)c3ccccc3)C2=O)ccc1O | 56µM* | -67* | -2% | 13% | ? | 0.2 | 1% | 2.1
Cc1ccc(C(=O)NC(Cc2ccc(C(C)(C)C)cc2)C(=O)O)cc1 (stereo not given) | -2% | 4 | -9% | -19% | -5% | -0.7 | 4% | 1.0
Cc1nc(CNC(=O)c2cc(COc3ccc(F)cc3Cl)on2)cs1 | 0%[57.1 µM] | 3 | -1% | 10% | ? | 1.0 | 6% | -0.3
C=CCOC(=O)C(=O)/C=C/c1coc2ccccc2c1=O | -12% | -20 | 7% | ? | -13% | 0.3 | 10% | -0.5

The list goes on:
WRN inhibitor	PI5P4Ka inh	EPAC1 ag	PLK1 PBD block	EPAC1 antag	CCT chaperon mod	EPAC2 ag	IL2 activator	SMILES
4%	0	1%	2%	-1%	-0.4	2%	0.1	Cc1nn(CC(=O)Nc2ccc3nc4n(c(=O)c3c2)CCCC4)c(C)c1[N+](=O)[O-]
-1%	.	-6%	-6%	0%	-2.7	9%	-0.7	Cc1cccc(C(=O)OCC(=O)Nc2nccs2)c1
12%	-19	-1%	-17%	-17%	-0.1	0%	-0.2	COC(=O)CCC(=O)OC1(C)C(=O)C=C2C=C(C3CC3)N(CCc3c[nH]c4ccccc34)C=C2C1=O (stereo not given)
-8%	15	-25%	-3%	-22%	.	-14%	-0.5	CCCCCCCCN1C(=O)[C@H](CC(=O)NCc2ccc(OC)c(OC)c2)C[C@@]2(C(=O)OCC)CCC=C12
-4%	-19	10%	-17%	2%	-2.9	12%	-0.4	COc1ccc(-c2nc3oc4cc(OC)ccc4c(=O)c3c(=O)n2Cc2ccco2)cc1
7%	-4	1%	4%	11%	.	-5%	-0.7	COC(=O)c1sc(NC(=O)OCc2ccccc2)nc1CCNC(=O)OC(C)(C)C
0%	-2	-6%	-7%	12%	1.8	7%	-1.0	O=C(COC(=O)CNS(=O)(=O)c1cccc(Br)c1)NC(=O)Nc1ccc2c(c1)OCCO2
-9%	1	7%	0%	-6%	-3.6	10%	-2.6	CN(C(=O)COC(=O)COc1ccc2ccccc2c1)c1ccccc1
-2%	3	-17%	0%	-19%	.	2%	-0.3	O=C(C(=O)N1CCN(c2ccccc2F)CC1)c1ccccc1
-11%	4	-3%	-6%	?	3.9	2%	-3.2	CC(NC(=O)CCCCCNC(=O)N1CCn2c1nc1ccccc12)c1ccccc1 (stereo not given)
-1%	3	9%	-3%	-11%	-2.9	12%	-0.8	O=C(Nc1ccc(Br)cc1)c1ccccc1Br
-10%	10	3%	3%	-7%	1.2	-1%	0.3	c1ccc(C2OCCN2c2ccccc2)cc1 (stereo not given)
-7%	5	15%	?	-13%	-0.6	10%	-0.9	Cc1cccc(N2CCN(C(c3ccccc3)c3nnnn3CC3CCCO3)CC2)c1C (stereo not given)
0%	2	5%	-14%	-13%	-1.4	22%	-0.2	CC(OC(=O)c1ccc2ccccc2c1)C(=O)N(C)Cc1ccccc1 (stereo not given)
8%	-5	-2%	-1%	-1%	0.9	3%	-0.4	Cc1cccn2c(=O)c3cc(C(=O)NCCc4ccccc4)c(=N)n(CCCn4ccnc4)c3nc12
1%	0	-3%	-9%	-1%	1.5	10%	-0.8	C/C=C/c1cccc(-c2nc(C(=O)N3CCOCC3)cc3c2[C@@H](CCO)N(C(=O)NC(C)C)C3)c1
-2%	2	-8%	3%	-12%	2.2	-8%	-1.3	CC(C)c1ccc(N(CC(=O)NCC2CCCO2)C(=O)CCC(=O)Nc2nccs2)cc1 (stereo not given)
2%	0	2%	-16%	-6%	0.3	12%	0.5	Cc1cc(NC(=O)C23CC4CC(C2)CC(n2cnc([N+](=O)[O-])n2)(C4)C3)no1
-9%	-3	-15%	-15%	-4%	1.4	-4%	1.5	Cc1cc(C)c(C)c(OCC(=O)NCCN(C)C)c1
2%	-1	10%	2%	-5%	-0.4	9%	-1.0	CCOc1ncccc1C(=O)OC(C)C(=O)NC1CCCCC1 (stereo not given)
-27%	0	0%	-7%	-2%	-38*	3%	-0.8	O=C(CC(c1ccco1)C1CCCCC1=O)c1ccco1 (stereo not given)
-27%[57.1 µM]	2	4%	-7%	-8%	-1.4	-1%	-5.7	COc1ccc(-c2nc(-c3ccccn3)ncc2S(C)(=O)=O)cc1
-7%	-3	-11%	7%	-10%	-0.4	3%	-0.6	CC1(Cc2ccccc2C#N)C(=O)Nc2cc(-c3ccccc3Cl)ccc21 (stereo not given)
2%	4	-2%	-9%	5%	-4.6	18%	0.9	O=C(CCCCCCCC(=O)c1ccccc1)c1ccccc1
7%	-6	4%	-6%	5%	-8.6	-84%[15.6 µM]	-0.1	O=C(NC(NC1CCS(=O)(=O)C1)C(=O)c1cccs1)c1ccccc1 (stereo not given)
-3%	-14	-4%	6%	-1%	0.1	-1%	2.5	CN(C)c1cc[n+](CC(=O)c2ccc(OC(F)F)cc2)cc1
-13%	-8	-9%	-26%	-15%	-5.0	1%	0.0	Cc1ccc(Cc2c(-c3ccc(F)cc3)nc3c(C)cc(Br)cn23)cc1
-3%	2	6%	-5%	0%	-4.0	13%	-0.7	Cc1ccc(C)c2[nH]c(=O)c(CN(Cc3ccco3)C(=O)Nc3ccccc3)cc12

A portion of the library, so the mix of outcomes need not match the whole.
